LDHA block – LDHA (human) enzyme inhibition; P00338; purified LDHA, NADH/diaphorase-resazurin fluorescence; hits give low values; activity change, % (values are at about 110 or 230 µM); 480,000 tested, 0.15% active; in the data active means activity change below about -30%; inconclusive means mostly about -25% to -30%;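 further: plate controls were DMSO wells for no effect and wells without enzyme for full effect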
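Enzyme activity of human lactate dehydrogenase 5 (2 nM; 0.06 mM NADH, 0.2 mM pyruvate, 5 min, RT) is measured via a resazurin/diaphorase fluorescence readout of residual NADH.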
Vif-APOBEC3F blk – inhibitors of Vif-A3F interaction; HeLa A3F-eYFP + Vif (tagged APOBEC3F with the HIV-1 protein that degrades it), YFP fluorescence increase; Potency, µM (series often up to 46.1 µM), for inactives: at the top dose activity, negative = active; 390,000 tested, 0.2% active; AID 602313; further: potency means the concentration at half of the fitted maximal effect; % of control where 0% means no effect; nearly all actives have a fitted effect of over 65% in size
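HeLa cells stably expressing A3F-eYFP plus Vif, plated and incubated overnight at 37 deg C, then exposed to compounds overnight at 37 deg C. Blocked degradation read as raised yellow fluorescence (Ex 488/Em 500-530).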
RGS4 inh – blocks human RGS4-accelerated GTP hydrolysis. P49798. Potency, µM (doses to about 114 µM), inactives show at the top dose activity change, negative = inhibition, usual class: inhibitors. Transcreener GDP fluorescence polarization, RGS4-accelerated GTP hydrolysis. 390,000 tested, 0.039% active; further: potency means the concentration at half of the fitted maximal effect; on the % scale 0 is the no-effect control and ±100 the full control effect; nearly all actives have a fitted effect of over 75% in size; some results filed as inactive show a strong effect at the top dose
Target sequence (P49798 whole entry, looked up): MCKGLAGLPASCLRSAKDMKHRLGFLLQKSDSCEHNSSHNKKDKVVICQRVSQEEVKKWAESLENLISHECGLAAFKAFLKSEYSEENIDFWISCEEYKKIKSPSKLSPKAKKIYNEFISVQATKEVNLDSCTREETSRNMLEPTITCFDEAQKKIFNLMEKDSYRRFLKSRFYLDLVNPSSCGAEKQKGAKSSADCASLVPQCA
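MLSMR compounds (23 nl, pin-transferred) preincubated 10 min at room temperature with a 500nM (2x) first reagent, then RGS4 at 900nM (2x) plus Transcreener GDP mix added; fluorescence polarization (620/688 nm) read before and after 90 min at 30 °C.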
IDH1 R132H inh – human IDH1 R132H inhibition. Potency, µM (highest dose often 76.6 µM), for inactives: top-dose activity change, negative = inhibition, usual class: inhibitors. 390,000 tested, 0.093% active. IDH1-R132H enzyme, NADPH consumption, diaphorase/resazurin fluorescence. O75874. AID 602179; further: potency means the concentration at half of the fitted maximal effect; on the % scale 0 is the no-effect control and ±100 the full control effect; nearly all actives have a fitted effect of over 65% in size
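IDH1-R132H (0.5 ug/mL) preincubated 30 min with compound, then NADPH (0.016 mM) and alpha-KG (2 mM) added; 80 min at RT, pH 7.5. Remaining NADPH coupled via diaphorase/resazurin to fluorescence (540/590 nm); concentration-response curves normalized to no-enzyme control.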
USP1 inh – inhibitors of human USP1/UAF1 deubiquitinase; Potency, µM (highest dose often 57.1 µM), inactives show at the top dose activity change, negative = inhibition, hits mostly inhibitors; 390,000 tested, 0.23% active; O94782; recombinant USP1/UAF1, Ub-Rhodamine cleavage fluorescence; further: potency means the concentration at half of the fitted maximal effect; on the % scale 0 is the no-effect control and ±100 the full control effect; nearly all actives have a fitted effect of over 60% in size; inactives centre near -12
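Step one: compound is pinned into 1nM USP1/UAF1 in HEPES pH 7.8 buffer with TCEP. Step two: 15 min room-temperature incubation. Step three: Ub-Rho (150nM final) starts cleavage, tracked by fluorescence over six one-minute reads.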
TrxR1 substrate – is turned over as a substrate by rat TrxR1; O89049; purified TrxR1 substrate turnover, NADPH consumption readout; Potency, µM (doses to about 114 µM), for the others: top-dose activity change, negative = substrate turnover; 390,000 tested, 0.01% active; AID 588456; further: potency means the concentration at half of the fitted maximal effect; on the % scale 0 is the no-effect control and ±100 the full control effect; nearly all actives have a fitted effect of over 50% in size
Target sequence (O89049 whole entry, looked up): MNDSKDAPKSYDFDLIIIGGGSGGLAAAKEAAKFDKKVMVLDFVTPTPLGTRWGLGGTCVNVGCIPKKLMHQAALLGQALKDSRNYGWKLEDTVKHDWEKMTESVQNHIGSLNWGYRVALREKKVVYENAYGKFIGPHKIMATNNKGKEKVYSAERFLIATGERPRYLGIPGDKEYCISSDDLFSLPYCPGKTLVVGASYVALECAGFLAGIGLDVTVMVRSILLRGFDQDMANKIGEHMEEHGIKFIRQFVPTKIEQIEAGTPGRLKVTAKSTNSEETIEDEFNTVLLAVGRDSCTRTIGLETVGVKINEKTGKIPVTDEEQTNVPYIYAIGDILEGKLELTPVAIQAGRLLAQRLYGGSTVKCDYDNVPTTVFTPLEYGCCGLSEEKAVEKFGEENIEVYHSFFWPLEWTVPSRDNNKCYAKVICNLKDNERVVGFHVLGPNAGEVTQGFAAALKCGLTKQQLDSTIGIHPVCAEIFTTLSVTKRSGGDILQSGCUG
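Rat TrxR1, dispensed at 90 nM, was prereduced with 400 uM NADPH (final) for 5 min at ~22 deg C, then incubated with compound 15 min before 400 uM selenite. A first-read NADPH fluorescence drop versus no-compound background flagged substrates.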
rTrxR1 inhibitor – blocks rat thioredoxin reductase 1; Potency, µM (highest dose often 114 µM), inactives show at the highest dose activity change, negative = inhibition, actives largely listed as inhibitors; O89049; 390,000 tested, 1% active; recombinant rTrxR1, NADPH fluorescence consumption, selenite substrate; AID 588453; further: potency means the concentration at half of the fitted maximal effect; on the % scale 0 is the no-effect control and ±100 the full control effect; nearly all actives have a fitted effect of over 65% in size
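Rat TrxR1 (90 nM in the dispensed reagent) was pre-reduced with 400 uM NADPH for 5 min at room temperature, then incubated with compound for 15 min. After 400 uM selenite was added, NADPH fluorescence (Ex 340/Em 450 nm) was followed for 8 min.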
Vif-APOBEC3G blk – Vif-A3G binding inhibition. Q9HC16. HeLa A3G-eYFP + Vif (tagged APOBEC3G with the HIV-1 protein that degrades it), YFP fluorescence, overnight. Potency, µM (highest dose often 46.1 µM), inactives show at the highest dose activity, negative = active, most hits filed as inhibitors. 410,000 tested, 0.076% active. AID 602310;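 further: potency means the concentration at half of the fitted maximal effect; on the % scale 0 is the no-effect control and ±100 the full control effect; nearly all actives have a fitted effect of over 60% in size; hits raise eYFP signal because A3G escapes Vif-driven loss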
Target sequence (Q9HC16 whole entry, looked up): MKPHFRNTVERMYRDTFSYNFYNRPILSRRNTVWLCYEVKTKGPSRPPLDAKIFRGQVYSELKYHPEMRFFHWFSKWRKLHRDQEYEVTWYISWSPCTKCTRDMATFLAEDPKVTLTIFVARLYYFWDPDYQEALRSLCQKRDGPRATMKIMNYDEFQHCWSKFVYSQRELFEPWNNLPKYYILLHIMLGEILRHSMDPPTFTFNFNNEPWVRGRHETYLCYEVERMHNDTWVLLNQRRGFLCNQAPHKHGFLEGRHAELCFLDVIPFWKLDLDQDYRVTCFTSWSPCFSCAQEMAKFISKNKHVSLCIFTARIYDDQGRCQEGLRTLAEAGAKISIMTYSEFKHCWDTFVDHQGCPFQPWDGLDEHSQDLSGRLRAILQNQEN
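HeLa cells stably expressing Vif and C-terminally eYFP-tagged A3G, seeded overnight at 37 deg C, then exposed to compound by pintool overnight at 37 deg C. Rise in yellow fluorescence (Ex 488/Em 500-530, Acumen) marks blocked Vif-driven A3G degradation.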
Glioma ERSR ind – induces the endoplasmic reticulum stress response in human glioma cells; Potency, µM, for inactives: at the top dose activation, most hits filed as activators; 420,000 tested, 0.02% active; U87-MG GRP78 promoter luciferase reporter, 16 h; further: potency means the concentration at half of the fitted maximal effect; series mostly up to about 76 µM; % of control where 0% means no effect; nearly all actives have a fitted effect of over 35% in size
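ERSR induction read as luciferase luminescence (Bright-Glo, 10 min at room temperature) in stably transfected human U87-MG glioma cells exposed to compounds for 16 h, using GRP78 as sensor.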
The depositor's hits bear a star; ? = inconclusive; . = not tested or not shown; & = joins results of further samples; [ ] = another dose, or the depositor's remark. Unless noted, the call rests on the fitted dose curve; in most records, active means well fitted curve in the direction sought with a large enough effect; inconclusive means small, poorly fitted or top-dose-only effect, or another doubt; inactive means no such curve, though single readings can be large; an effect the other way counts as inactive or inconclusive. Not all compounds are listed; rates above refer to the full screens.

Start of the data: the first 3 compounds, to show the layout:
SMILES | LDHA block | Vif-APOBEC3F blk | RGS4 inh | IDH1 R132H inh | USP1 inh | TrxR1 substrate | rTrxR1 inhibitor | Vif-APOBEC3G blk | Glioma ERSR ind
Cc1ccc(/C=C/C(=O)NCCCc2ccccc2)cc1 | -4 | 6% | -20% | 9% | -20% | 73%[activator] | -19% | 1% | 9%
C(=C\c1nc2ccccc2[nH]1)/c1ccccc1 | -2 | -4% | 28% | 12% | -6% | 127%[activator] | ? | ? | -9%
C#CCn1c(O)c(N=NC(=O)C(O)c2ccccc2)c2ccccc21 (stereo not drawn) | 2 | -8% | 0% | 4% | -19% | -5% | 12% | -11% | -1%

Main list, repeating the preview:
SMILES | LDHA block | Vif-APOBEC3F blk | RGS4 inh | IDH1 R132H inh | USP1 inh | TrxR1 substrate | rTrxR1 inhibitor | Vif-APOBEC3G blk | Glioma ERSR ind
Cc1ccc(/C=C/C(=O)NCCCc2ccccc2)cc1 | -4 | 6% | -20% | 9% | -20% | 73%[activator] | -19% | 1% | 9%
C(=C\c1nc2ccccc2[nH]1)/c1ccccc1 | -2 | -4% | 28% | 12% | -6% | 127%[activator] | ? | ? | -9%
C#CCn1c(O)c(N=NC(=O)C(O)c2ccccc2)c2ccccc21 (stereo not drawn) | 2 | -8% | 0% | 4% | -19% | -5% | 12% | -11% | -1%
COc1ccc(CNC(=O)Cc2c(C)c3ccc(O)cc3oc2=O)cc1 | 4&-13 | 0% | -10% | -9% | -23% | 481%[activator] | 292%[activator] | 2% | -1%
O=C(CN1C(=O)C(=O)N(Cc2ccco2)C1=O)NC1CCCCC1 | -6 | -7% | 14% | -7% | -9% | 0% | 14% | 2% | 0%
Cc1cc2nc(-c3ccc(Cl)cc3)cc(C(F)(F)F)n2n1 | -2 | -5% | -1% | 5% | -13% | 6%[57.1 µM] | 4%[57.1 µM] | 0% | -4%
Cc1cc(C)n2nc(SCC(=O)N3CCc4ccccc43)nc2n1 | -6 | 6% | -20% | 4% | -6% | -3% | -10% | 0% | -1%
Cc1cc(C)n(-c2ccc([N+](=O)[O-])cc2)n1 | 1 | -8% | -18% | 12% | -16% | -5% | -11% | -2% | 1%
COCc1[nH]nc2c1C1(C(=O)Nc3ccc(F)cc31)C(C#N)=C(N)O2 (stereo not drawn) | ? | -1% | -25% | 1% | -13% | -6% | -12% | 0% | 6%
Cc1nc([N+](=O)[O-])cn1CC(=O)c1ccc2c(c1)OCCO2 | -1 | . | . | . | . | ? | -3% | -1% | -2%
C=CCN(c1ccccc1)S(=O)(=O)c1cccc(C(=O)NCc2ccncc2)c1 | -3 | 4% | -23% | 2% | -16% | -4%[57.1 µM] | 5% | 0% | -2%
Cc1cc(C)cc(NC(=S)N(CCN(C)C)C(C)c2cccnc2)c1 (stereo not drawn) | -3 | 4% | 14% | -1% | -12% | 4%[57.1 µM] | 6%[57.1 µM] | -5% | -2%
CCC(=O)NC(c1ccc(C)cc1)c1cc([N+](=O)[O-])c2cccnc2c1O (stereo not drawn) | 1&26 | -6% | ? | -19% | -16% | ? | -33% | -7% | -2%
CCN1CCN(C(=O)CN(C)S(=O)(=O)c2ccc(OC)c(C)c2)CC1 | 1 | -3% | 0% | 3% | -2% | 9% | 6% | 1% | -3%
CCN(CC(=O)Nc1ccccc1C(F)(F)F)C(=O)c1cc(-c2ccccc2)nn1-c1ccccc1 | -4 | 2% | 0% | 2% | -23% | -7% | 0% | 1% | -3%
Cc1cc2nn(-c3ccccc3)nc2cc1NC(=O)c1cccs1 | -7 | 0% | -10% | 7% | -21% | 14%[57.1 µM] | 31%[57.1 µM] | -20% | 9%
Cn1c(=O)c2[nH]c(=S)n(Cc3ccccc3)c2n(C)c1=O | -13 | -2% | ? | 1% | ? | -2% | ? | 1% | -1%
CC(C)C(=O)NC(c1ccco1)c1c(O)ccc2ccccc12 (stereo not drawn) | 26 | -17% | -23% | 5% | -12% | 22% | 13% | -8% | -2%
O=S(=O)(c1ccc(Br)c2ccccc12)N1CCOCC1 | -6 | -6% | -1% | 5% | -1% | 10%[2.29 µM] | 20%[57.1 µM] | -1% | -5%
CCOC(=O)N1CCN(C(=O)CCCn2c(=S)[nH]c3ccccc3c2=O)CC1 | -1 | 6% | -19% | 8% | -18% | -5% | -22% | -2% | -4%
COc1ccc(-n2c(C)cc(=O)c3c2CC(C)(C)CC3=O)cc1 | -4 | 4% | -36% | 10% | -5% | -4% | -6% | 0% | 1%
Cn1c(Oc2ccccc2NCc2cc(Br)ccc2O)cc(=O)n(C)c1=O | 4 | 1% | -16% | 10% | -22% | -11%[57.1 µM] | 0%[57.1 µM] | -20% | -6%
Cc1cc(C)n(CCNC(=O)c2cc(COc3ccc(F)cc3Cl)on2)n1 | -2 | 7% | -24% | 9% | 4% | -5%[57.1 µM] | 8%[57.1 µM] | 0% | -1%
CC(C)c1ccc([N+](=O)[O-])cc1S(=O)(=O)N1CCN(C)CC1 | 1 | 3% | 5% | -3% | -7% | -8% | 6% | -1% | -3%
COc1ccc(-c2nnc(SC(C)C(=O)O)o2)cc1 (stereo not drawn) | -1 | 3% | -26% | 4% | -25% | -2%[11.4 µM] | 1% | 3% | -7%
COc1cccc(/C=N/n2c(-c3cc(C)[nH]n3)n[nH]c2=S)c1O | 15 | 1% | -17% | -4% | -5% | -6% | -32% | -1% | -5%
Cc1sc2ncn(CC(=O)N3CCOCC3)c(=O)c2c1-c1ccccc1 | 1 | 15% | -34% | 10% | -12% | 8% | 10%[57.1 µM] | -4% | -3%
O=C1C(Cl)=C(N2CCN(c3ccccc3[N+](=O)[O-])CC2)C(=O)c2ccccc21 | 23 | ? | ? | 5% | ? | 11% | 0.79µM* | ? | -13%
CC(=O)c1sc(-c2ccccc2)nc1C | 0 | -4% | -48%[56.9 µM] | 11% | -14% | -2% | -2% | 8% | 7%
CCCn1nnnc1NC(=O)COc1ccc(Cl)cc1C | -3 | 3% | 16% | 2% | 8% | -8% | -6% | 2% | -2%
CC(=O)Nc1sc(C)c(C)c1C(=O)OCC(=O)N(C)C1CCS(=O)(=O)C1 (stereo not drawn) | -8 | 4% | -9% | 1% | -15% | 6% | 6%[57.1 µM] | 0% | -4%
OC1CCN(Cc2ccc(OCc3ccccc3)cc2)CC1 | -9 | -25% | -6% | -6% | -18% | -8% | -8% | 1% | -8%
C/C(=N\NC(=O)c1c(Br)c(C)nn1C)c1ccc(NC(=O)C(C)Oc2ccc(Cl)cc2C)cc1 (stereo not drawn) | -9 | 2% | 13% | 1% | -6% | 8%[57.1 µM] | 15%[57.1 µM] | -1% | 10%
Cc1nc2c(c(C)nn2C(C)(C)C)c(C)c1CCC(=O)Nc1ccc(F)cc1 | -1 | -1% | -4% | -5% | -13% | 3% | -5% | -3% | -1%
C[C@@H]1CCCCO[C@H](CN(C)Cc2ccc(C(=O)O)cc2)[C@@H](C)CN([C@H](C)CO)C(=O)c2cc(N(C)C)ccc2O1 | 4 | 0% | . | 12% | -17% | . | . | 0% | -2%
CCN(CC(=O)Nc1c(C(=O)OC)[nH]c2ccc(Cl)cc12)c1ccc2c(c1)OCO2 | 4 | -13% | 13% | 0% | -6% | -5% | -6% | -20% | -1%
CC1=CC(C)(C)N(C(=O)CNC2CCCC2)c2cc(C)ccc21 | -15 | -4% | -11% | 6% | -22% | -4% | -5% | 2% | -6%
COc1cccc(NC(=O)CSc2nc(=O)n(Cc3ccncc3)c3c2CCCC3)c1 | -8 | 2% | 2% | -3% | -5% | 5%[11.4 µM] | -4%[11.4 µM] | 1% | -5%
COC(=O)c1c(-c2ccccc2)csc1NC(=O)C1CC=CCC1C(=O)O (stereo not drawn) | -12 | 2% | ? | -12% | -15% | 2%[57.1 µM] | 12%[57.1 µM] | 3% | 3%
CCOc1ccc(Nc2ccc([N+](=O)[O-])c3nonc23)cc1 | 7 | 6% | -14% | -13% | -18% | -16% | -3% | 6% | 1%
CCOC(=O)NC(NCCc1ccccc1)(C(F)(F)F)C(F)(F)F | 3 | -5% | 5% | 5% | -32% | -11% | 9% | 1% | -2%
CCc1ccc(C2C(C#N)=C(N)Oc3n[nH]c(CC(=O)OC)c32)cc1 (stereo not drawn) | 1 | . | -34% | -2% | -17% | 0% | -6% | 1% | -7%
CN(C)CCCNC(=S)N(CCCO)Cc1cc2cc3c(cc2[nH]c1=O)OCO3 | -8 | 0% | 17% | 4% | -3% | 24% | -14% | 1% | -2%
COc1cc(/C=C/C(=O)OCC(=O)NCc2ccc(F)cc2)ccc1O | -7 | -1% | 4% | 0% | -24% | -12% | -26% | ? | -3%
O=C(NCc1ccco1)c1c2c(nc3ccccc13)CCC2 | 4 | 8% | -44%[11.4 µM] | 0% | -6% | 10% | ? | 1% | -4%
COCc1ccc(CN2CCCC(CO)(Cc3ccccc3C)C2)o1 (stereo not drawn) | 0 | 13% | 0% | 16% | 1% | 7% | 6%[57.1 µM] | -2% | -2%

Assay outcomes deposited in PubChem by National Center for Advancing Translational Sciences (NCATS).
